# GalR3 antag: human GalR3 antagonism. inhibition, % at 3 µM. HEK293 GalR3-CNG cAMP membrane potential fluorescence; galR3 body fused to GalR1 C-terminus. AID 651719. actives 0.44% (n = 360,000);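 active = inhibition above the screen-wide average plus 3 SD, cut at about 13% in these data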;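 also: forskolin and galanin both at EC90 stimulate the cells; cAMP rise reported by CNG channel membrane potential dye signal; 0% = forskolin plus galanin with DMSO and 100% = forskolin alone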
# Target sequence (O60755 1-299 limits assumed): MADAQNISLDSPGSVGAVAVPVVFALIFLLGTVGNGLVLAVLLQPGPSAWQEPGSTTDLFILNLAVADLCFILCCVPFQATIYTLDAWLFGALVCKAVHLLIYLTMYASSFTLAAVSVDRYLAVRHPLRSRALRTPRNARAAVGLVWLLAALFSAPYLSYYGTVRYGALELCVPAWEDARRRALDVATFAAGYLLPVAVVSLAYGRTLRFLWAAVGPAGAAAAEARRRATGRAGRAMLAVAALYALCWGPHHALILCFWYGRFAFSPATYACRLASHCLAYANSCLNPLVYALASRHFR
# NALP1 inh: NALP1 inhibition | inhibition, % at 10 µM | S. cerevisiae NALP1/ASC/caspase-1 growth, X-gal OD620, 72 h | AID 2071 | actives 0.61% (n = 280,000); in the data active = inhibition mostly above about 24%, no sharp cut-off; inactive = mostly below about 32%; also: some compounds called inactive have numbers as strong as hits
# V1R ag counter: activates human V1a receptor in oxytocin agonist counter-screen. P37288. CHO-V1R cells, Fluo-8 calcium fluorescence, agonist mode; 0% DMSO, 100% 3 nM vasopressin. activation, % at 3 µM. actives 0.25% (n = 320,000);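 active = activation above the mean activation of all tested compounds plus 3 SD, per screening run, cut at about 20% in these data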;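 also: signal is peak over basal fluorescence ratio across a 100 second FLIPR read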
# GPR7 antag: human neuropeptides B/W receptor 1 antagonism | actives 1.1% (n = 290,000) | GPR7-expressing cells, fluorescence antagonist assay | P48145 | AID 1861 | inhibition, % at 4.4 µM; in the data active = inhibition above about 16%, passing the limit was not always enough;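 also: cells stimulated with the agonist NPW; 0% = agonist with vehicle and 100% = vehicle without agonist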
# OXTR agonist: activates the human oxytocin receptor | P30559 | CHO-OTR cells, Fluo-8 calcium fluorescence; normalized: DMSO 0%, oxytocin 100% | activation, % at 3 µM | actives 0.32% (n = 320,000) | AID 2435;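 active = activation above the mean of all tested compounds plus 3 SD, cutoff set per screening run, cut at about 20% in these data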;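 also: peak over basal fluorescence ratio from a 100 s FLIPR kinetic read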
# Target sequence (P30559 whole entry, looked up): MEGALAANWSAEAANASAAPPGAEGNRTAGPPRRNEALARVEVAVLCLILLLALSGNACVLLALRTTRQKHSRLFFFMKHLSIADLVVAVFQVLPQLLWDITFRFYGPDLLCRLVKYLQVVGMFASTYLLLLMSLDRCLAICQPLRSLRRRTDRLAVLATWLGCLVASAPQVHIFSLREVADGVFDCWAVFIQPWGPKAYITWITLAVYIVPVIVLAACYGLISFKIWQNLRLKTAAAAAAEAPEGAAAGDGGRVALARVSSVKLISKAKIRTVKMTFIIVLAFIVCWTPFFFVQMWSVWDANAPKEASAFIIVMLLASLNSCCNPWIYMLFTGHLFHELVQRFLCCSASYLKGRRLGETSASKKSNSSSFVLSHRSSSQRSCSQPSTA
# MEKK2 WT-MEK5: raises or lowers MEK5 binding to wildtype human MEKK2 PB1 domain | Q9Y2U5 | bead flow cytometry, Alexa488-MEK5 binding to MEKK2 WT; actives lie on both sides | binding response (% of control), % at 10 µM | actives 1.1% (n = 290,000); in the data active = binding response below about 67% or above about 130%
# MEKK2mut PB1 HTS: signal of MEK5 binding to mutant human MEKK2 PB1 domain. bead flow cytometry, Alexa488-MEK5 binding to MEKK2 mutant. percent response, % at 10 µM. actives 0.35% (n = 290,000); in the data active = percent response above about 24%, passing the limit was not always enough; also: inactives centre near 1; some results filed as inactive read as strong as hits; reference of the scale not given here
# PHOSPHO1 inh: PHOSPHO1 (human) inhibition | inhibition, % at 13.3 µM | recombinant PHOSPHO1, absorbance phosphatase assay | actives 1.1% (n = 290,000); in the data active = inhibition above about 60%
# Target sequence (Q8TCT1 whole entry, looked up): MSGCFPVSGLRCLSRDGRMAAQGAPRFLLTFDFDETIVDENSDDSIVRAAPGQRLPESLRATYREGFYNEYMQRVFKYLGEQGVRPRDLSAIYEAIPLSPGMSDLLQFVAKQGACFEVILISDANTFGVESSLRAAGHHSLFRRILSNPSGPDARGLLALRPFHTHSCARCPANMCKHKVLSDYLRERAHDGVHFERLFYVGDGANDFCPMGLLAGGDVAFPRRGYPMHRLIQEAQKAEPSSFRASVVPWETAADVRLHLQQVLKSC
# MEKK3 PB1 HTS: raises or lowers MEK5 binding to the human MEKK3 PB1 domain. Q99759. bead-based flow cytometry, Alexa488-MEK5 binding to MEKK3; actives lie on both sides; 0 = blocked by unlabeled MEK5, 100 = vehicle. binding response (% of control), % at 10 µM. actives 1.4% (n = 290,000);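 active = binding response more than 3 SD above or below the average of its plate-row segment, actives on both sides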;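 also: Alexa488 bead fluorescence after subtracting the streptavidin-only scavenger bead signal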
# * = called active by the depositor; / = no result given; [ ] = another dose, or the depositor's remark. Rows were taken by chance; about 5.4% have a hit in one of these screens.
SMILES,GalR3 antag,NALP1 inh,V1R ag counter,GPR7 antag,OXTR agonist,MEKK2 WT-MEK5,MEKK2mut PB1 HTS,PHOSPHO1 inh,MEKK3 PB1 HTS
Cc1nn(Cc2ccccc2Cl)c(C)c1NC(=O)CCCn1nc(C)c([N+](=O)[O-])c1C,1,3,-0.1,-5,0.4,94,-4,35,94
CC1CCN(C(=O)CN2C(=O)c3cccc4cccc(c34)C2=O)CC1,-5,6,0.3,-7,0.5,95,-2,20,98
Cc1nc(NC(=O)CSc2nc3cccnc3n2C2CCCCC2)sc1C,12,37,-0.4,3,-0.6,95,0,36,95
COc1ccc(/C=C(/NC(=O)c2ccc(OC)cc2)C(=O)NCCc2c[nH]c3ccccc23)cc1,1,32,0.4,-8,-0.6,91,-2,-5,91
COc1cccc(N/C(C)=C/C(=O)c2ccc(Br)cc2)c1,-1,27,-0.7,-6,-1.8,95,2,10,95
COc1cc2c(c(OC)c1OC)-c1c(cc3c(c1OC)OCO3)C1OC2[C@@H](C)[C@H]1C (some centres not stated),-3,0,-1.5,/,-1.3,96,-8,0,95
CN(Cc1ccccc1)c1cc(Cl)nc(N)n1,-4,18,1.4,-12,0.3,98,0,53,104
COc1cccc(C(=O)NC(=S)Nc2ccc([N+](=O)[O-])cc2C)c1,1,12,0.6,-6,-0.9,111,6,3,110
C=CCn1c(N2CCN(c3ccc(OC)cc3)CC2)nc2c1c(=O)n(C)c(=O)n2C,12,14,2.8,-10,2.1,80,-20,-12,83
CCOc1ccc(CCNC(=O)Cc2nn[nH]n2)cc1OCC,0,10,1.6,-6,0.1,100,-4,7,99
Clc1cccc(Cl)c1OCCOCCNCc1ccccc1,-13,28,0.7,-2,1.0,109,4,18,102
CCCCc1ccc(NC(=O)c2ccc(NS(C)(=O)=O)cc2)cc1,-4,13,0.8,-7,0.2,101,-2,13,99
COC(=O)c1ccc(OCC(=O)c2ccc(O)cc2O)cc1,-2,12,4.2,-1,6.1,104,7,-42,110
O=C(CSc1n[nH]c(-c2ccco2)n1)N1c2ccccc2Sc2ccccc21,-4,-10,2.0,-3,0.8,96,-4,12,98
COc1ccc2c(c1)c1ncn(CCN3CCNCC3)c(=O)c1n2C,-8,25,-0.1,-12,0.1,120,10,17,113
Cc1c(Cl)cnc(NC(=O)COC(=O)c2ccc3c(c2)OCO3)c1Cl,6,36,0.5,-8,-1.1,83,-4,0,81
CN1CCN(C(=O)C(C(=O)c2ccc(F)cc2)n2ccccc2=O)CC1 (configuration not stated),-3,-3,0.8,-5,0.2,99,0,34,99
Cc1c(/C=N/NC(=O)CNc2ccccc2)c2ccccn2c1C(=O)c1ccc(Cl)cc1,-11,21,1.1,-13,-0.7,87,-12,-12,100
COc1cc(NCc2ccccc2O)c2ncccc2c1,-2,5,/,-15,/,103,5,32,102
CC(=O)N1CCN2C(=O)C1CCCC(=O)c1cc(C)ccc12 (configuration not stated),-1,-1,0.7,-17,-0.5,64,5,-8,48*[inhibitor]
Cc1ccc(C)c(N2CCN(C(=O)CCC(=O)Nc3nnc(CC(C)C)s3)CC2)c1,-8,15,0.1,-10,0.8,96,0,45,97
c1ccc(Nc2ccccc2Nc2ccccn2)nc1,-6,8,49*,53*,10,112,10,6,111
Cc1cc(C(=O)Nc2ccccc2N2CCCCC2)no1,-3,-1,0.7,-17,-3.5,101,1,45,102
Cc1ccc2nc(Nc3ccccc3O)nc(-c3ccccc3)c2c1,-7,6,-0.3,-4,-1.0,78,-8,42,79
O=C(NCCCn1ccnc1)c1cc(Cl)cc(Cl)c1,-4,18,1.6,1,-0.6,114,8,24,108
O=C(COc1ccc(Cl)cc1Cl)N1CCCN(C(=O)COc2ccc(Cl)cc2Cl)CC1,-3,1,1.9,-4,0.9,112,1,0,113
Cc1oc(-c2cc(F)ccc2F)nc1CN1CCCN(C(=O)c2ccco2)CC1,-4,-3,2.6,4,-1.2,101,-2,46,99
Cc1ccc(S(=O)(=O)NNC(=O)c2sc(NS(=O)(=O)c3ccccc3)nc2C)cc1,-8,4,0.0,-6,0.1,98,1,42,99
CCC(=O)N(CC)c1nc(-c2cc(OC)ccc2OC)cs1,-4,-20,-0.7,-16,-1.9,112,3,4,106
C=CCN1C(=O)C2(OCCCO2)c2cc(CCCC)ccc21,-8,15,-0.8,-22,-1.9,99,3,/,102
O=C(NCC1CCN(Cc2ccc(F)cc2)CC1)C1CCCN(c2ncnc3c2nc2n3CCCCC2)C1 (configuration not stated),-5,0,-0.5,-21,0.0,107,3,53,98
O=C(c1ccco1)N1CCN(C(=O)C2CC(=O)N(c3ccc(Cl)cc3)C2)CC1 (configuration not stated),4,8,0.1,-3,-0.3,103,6,2,103
COc1cccc(N2CCN(C(=O)c3ccc(=O)oc3)CC2C)c1 (configuration not stated),-6,40*,1.6,-3,1.0,100,4,13,102
O=C1Nc2ccc(Br)cc2C1(O)c1ccccc1 (configuration not stated),-12,-1,9.6,-6,3.9,109,13,29,114
O=C(NNS(=O)(=O)c1ccc([N+](=O)[O-])cc1)c1ccc2ccccc2c1O,-2,2,/,-8,/,107,8,8,106
Cc1nonc1NC(=O)c1ccccc1Br,3,28,1.2,-1,0.4,94,-6,-3,91

# An excerpt of the results above:
SMILES,GalR3 antag,NALP1 inh,V1R ag counter,GPR7 antag,OXTR agonist,MEKK2 WT-MEK5,MEKK2mut PB1 HTS,PHOSPHO1 inh,MEKK3 PB1 HTS
O=C(c1ccco1)N1CCN(C(=O)C2CC(=O)N(c3ccc(Cl)cc3)C2)CC1 (configuration not stated),4,8,0.1,-3,-0.3,103,6,2,103
COc1cccc(N2CCN(C(=O)c3ccc(=O)oc3)CC2C)c1 (configuration not stated),-6,40*,1.6,-3,1.0,100,4,13,102
O=C1Nc2ccc(Br)cc2C1(O)c1ccccc1 (configuration not stated),-12,-1,9.6,-6,3.9,109,13,29,114
O=C(NNS(=O)(=O)c1ccc([N+](=O)[O-])cc1)c1ccc2ccccc2c1O,-2,2,/,-8,/,107,8,8,106
Cc1nonc1NC(=O)c1ccccc1Br,3,28,1.2,-1,0.4,94,-6,-3,91

# Returning to the listing; the 2 compounds before the break are reprinted first.
SMILES,GalR3 antag,NALP1 inh,V1R ag counter,GPR7 antag,OXTR agonist,MEKK2 WT-MEK5,MEKK2mut PB1 HTS,PHOSPHO1 inh,MEKK3 PB1 HTS
O=C(NNS(=O)(=O)c1ccc([N+](=O)[O-])cc1)c1ccc2ccccc2c1O,-2,2,/,-8,/,107,8,8,106
Cc1nonc1NC(=O)c1ccccc1Br,3,28,1.2,-1,0.4,94,-6,-3,91
CC(=O)Nc1ccc(C(=O)COC(=O)CCN2C(=O)C3CC=CCC3C2=O)cc1 (configuration not stated),-1,22,-0.1,-8,0.6,103,6,43,104
COc1cc(OC)c(C(=O)OCC(=O)Nc2cc(C)on2)cc1OC,-4,6,-0.6,-17,0.5,98,-3,-4,98
O=C(Cn1c(-c2cscn2)nc2ccccc21)Nc1cc(F)ccc1F,-3,4,0.3,-2,-0.1,99,2,38,98
CN(CCc1ccccn1)C(=O)CCC1CCCN(C(=O)c2ccsc2)C1 (configuration not stated),-3,11,0.8,-6,-1.0,112,7,61*,107
Cc1ccc(C2=NS(=O)(=O)N(C)C(C(=O)NCc3ccc(F)cc3)=C2)cc1,/,8,5.8,3,3.5,95,0,18,100
COc1ccc2[nH]c(C(=O)Nc3ccc4c(c3)OCO4)cc2c1,-6,/,0.4,3,-0.7,100,0,8,103
Cc1cccc(-n2nnnc2SCc2csc(-c3ccccc3)n2)c1,-5,-6,2.1,8,0.4,107,2,4,107
Cc1ccc(C(=O)Nc2ccc(C)c(S(=O)(=O)N(C)C)c2)s1,-2,23,1.6,-13,3.9,99,-2,-13,104
O=C(CNC(=O)c1ccc(Cl)cc1)NCC(F)(F)F,0,23,-0.5,-9,0.0,99,-1,17,100
CCn1c(=O)cc(SCC(=O)NCCC2=CCCCC2)c2ccccc21,-11,12,5.4,5,1.6,92,-4,-11,87
CC(C)OP(=O)(OC(C)C)C1(NS(=O)(=O)c2ccc(Cl)cc2)C=C(Cl)C(=O)C(Cl)=C1,6,20,3.0,-15,3.9,98,-3,45,99
S=C1NNC2(CC3CC2C2CCCC32)NN1 (configuration not stated),-6,9,-0.3,-14,-1.0,99,1,13,106
CC(=O)N1CCN(C(=O)C2(NC(=O)Nc3ccccc3Cl)CCCCC2)CC1,3,4,0.0,-7,0.1,100,1,18,103
CC(CC(=O)Nc1cccc(Cl)c1)c1ccccc1 (configuration not stated),-4,62,0.0,-4,-2.3,104,4,-5,107
CCOC(=O)N1CCC(Nc2c(NCCCOC)c(=O)c2=O)CC1,-7,18,0.3,-2,0.0,108,5,-2,105
CCc1cc2c(nc1CC)CCN(CC/C(C)=N/O[C@@H](C)c1cc(-c3c(C)cc(C)cc3C)no1)C2,/,21,-1.5,4,-1.4,112,-2,6,103
O=S(=O)(c1ccccc1S(=O)(=O)N1CCCCC1)N1CCCCC1,/,-6,-0.8,-16,-2.1,115,7,26,107
CC(=O)Nc1c2c(nn1-c1ccccc1C)CSC2,2,-4,0.3,-8,-1.4,101,3,31,101
COc1cccc(CNC(=O)CN(c2ccc(C(C)C)cc2)S(=O)(=O)c2c(C)noc2C)c1,-7,18,1.4,5,-1.0,92,-9,42,94
Cc1ccnc(NS(=O)(=O)c2ccc(NC(=O)c3snnc3C)cc2)n1,-3,11,0.7,-6,1.0,108,5,2,104
COc1ccccc1CN1CC(C(=O)NCc2cccc(C)n2)CCC1=O (configuration not stated),7,-9,0.4,1,1.0,100,2,21,100
CN(C)c1ccc(C2CC(=O)NC3=C2C(=O)CC(C)(C)C3)cc1 (configuration not stated),-1,-11,1.2,-8,-0.4,94,-3,13,95
CCCCC[n+]1ccn(C2=C([O-])c3ccccc3C(=O)/C2=N\S(=O)(=O)c2ccc(Cl)cc2)c1,-4,-18,0.1,-9,-0.2,105,6,24,104
O=S(=O)(Nc1ncccn1)c1ccc(NC(=S)NCCc2ccccc2)cc1,-5,11,1.3,-20,0.7,100,0,7,101
CCc1ccc(CN2CCC(n3nccc3NC(=O)C3CCCC3)CC2)cc1,-2,26,2.0,-11,2.5,119,14,6,103
CCCn1c(C(C)Nc2nc(C)cs2)nc2cc(Cl)c(Cl)cc21 (configuration not stated),-5,2,-1.3,-1,-2.7,106,-2,-2,102
O=C(CSc1ccc(-c2cccnc2)nn1)Nc1ccccc1C(F)(F)F,-1,-4,0.6,-11,-0.6,102,6,42,99
COc1ccc(OC)c(CN(CCCN2CCOCC2)S(=O)(=O)c2ccc(NC(C)=O)cc2)c1,-3,10,-0.1,-3,1.4,103,1,4,103
COc1ccc(NC(=O)Cc2nnc(SCC(=O)Nc3nccs3)n2C)cc1,-10,15,-0.1,-8,-0.7,99,3,24,101
Cc1ccc(N(C(=O)Cc2cccs2)C(C(=O)NCC2CCCO2)c2ccncc2)cc1 (configuration not stated),-5,0,0.4,2,-1.2,86,-10,20,96
COc1ccc(N2CC(C(=O)Nc3ccc(S(=O)(=O)N4CCCC4)cc3)CC2=O)cc1 (configuration not stated),-8,-3,2.8,-8,0.4,94,1,19,100
COc1cccc(S(=O)(=O)NCC(=O)N2CCCC2)c1,-9,30,1.1,-10,0.1,102,0,25,104
Fc1cccc(Cl)c1-c1nnc2ccc(C(F)(F)F)cn12,-9,1,0.2,-9,0.0,92,-10,16,99
O=C(Nc1ccccc1F)c1ccc(S(=O)(=O)NCC2CCCO2)cc1 (configuration not stated),-1,-11,1.7,6,5.1,102,4,14,101
COc1ccc(CCN(C(=O)c2cccc(F)c2)C2CC(=O)N(c3ccc(OC)cc3)C2=O)cc1 (configuration not stated),3,/,-0.1,-8,0.3,98,8,22,100
